# Statin myotox sup – suppressors of simvastatin-induced myotoxicity in C2C12 myotubes | ATP luminescence, 48 h; scaled: DMSO 0, geranylgeraniol control 100 | rescue of ATP level, % at 7.49 µM | 330,000 tested, 0.78% active | AID 602340;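 active = mean ATP rescue above about 67%, or every replicate alone reaching that limit, limit read from the data, passing the limit was not always enough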;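 also: myotubes were challenged with 10 µM simvastatin during compound exposure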
# SIRT5 block – blocks human SIRT5 desuccinylation of peptide | Purified SirT5, succinyl-peptide AMC, trypsin-coupled fluorescence | inhibition, % at 15 µM | 330,000 tested, 1.1% active; in the data active = inhibition above about 15%
# Target sequence (Q9NXA8 whole entry, looked up): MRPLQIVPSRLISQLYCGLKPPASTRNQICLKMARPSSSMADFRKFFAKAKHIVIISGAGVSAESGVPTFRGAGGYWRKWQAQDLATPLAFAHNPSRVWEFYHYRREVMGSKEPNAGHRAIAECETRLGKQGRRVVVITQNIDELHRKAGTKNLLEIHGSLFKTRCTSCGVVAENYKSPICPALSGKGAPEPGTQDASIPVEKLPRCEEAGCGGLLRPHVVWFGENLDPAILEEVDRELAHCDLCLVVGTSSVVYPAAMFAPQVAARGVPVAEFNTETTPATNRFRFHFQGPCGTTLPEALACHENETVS
# PGC1a acetyl inh – lowers PGC1a acetylation signal in U2OS cells; AID 651687; 350,000 tested, 0.17% active; inhibition, % at 15.6 µM; AlphaScreen anti-acetyl-lysine; with virally co-expressed GCN5 acetyltransferase;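 active = every replicate shows inhibition of at least 40%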;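 also: 0% = neutral control wells and 100% = positive control wells; some results beyond the cut were filed as inactive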
# Cneo AK release – Cryptococcus neoformans lysis via adenylate kinase release; C. neoformans lysis, adenylate kinase release luminescence, 4 h; normalised: neutral wells 0, clomiphene wells 100; lysis activity, % at 15 µM; 360,000 tested, 0.2% active; AID 651654;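 active = mean lysis activity across replicates of at least 80%, whatever share of replicates individually reach that level; inactive = mean lysis activity below 80%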
#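 Material: C. neoformans cells | Amount: Yeast cell density of 5 × 10^6 cells/mL | Medium: Fresh YPD growth medium | Dosing: Single dose | Times: Static 4 h at 37 °C with compound, 1 h detection | Detection: AK luminescence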
# XiGFP reactiv – reactivates the inactive X chromosome in mouse fibroblasts; XiGFP mouse fibroblasts, % GFP-positive cells imaging, 3 d; cells co-treated with 5-aza-dC sensitizer; scaled so ellipticine positive control = 100%; activation, % at 7.58 µM; 360,000 tested, 0.055% active;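 active = mean normalized replicate activation at least 10% and every replicate at or above 10%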;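 also: 0% = median of on-plate neutral control wells and 100% = ellipticine 6 µM median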
#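 Assay system – SV40-immortalized XiGFP fibroblast cells, line 68-5-11 · Buffer or medium – DMEM supplemented with 5-aza-dC as sensitizing agent · Dosing – one concentration, pinned · Benchmarks – positive control ellipticine, 6 µM final · Times – 3 days compound exposure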
# ERAP1 inh – blocks human ERAP1 aminopeptidase activity; recombinant ERAP1, Leu-AMC fluorescence, 60 min; inhibition, % at 10.7 µM; 340,000 tested, 0.15% active; AID 652197;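 active = mean replicate inhibition of at least 30%, or all replicates individually reaching that 30% level; inactive = mean below 30% and not every replicate reaching it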;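 also: 0% = neutral control wells and 100% = L-leucinethiol positive control wells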
# LGR2 antag – blocks bursicon-induced cAMP signaling via Drosophila LGR2 | HEK293 LGR2, CRE-luciferase, bursicon-stimulated, 4 h | inhibition, % at 9.99 µM | 380,000 tested, 0.35% active | AID 720647;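 active = drop in luminescence signal, shown as inhibition above about 50% in the replicate tests, limit read from the data, passing the limit was not always enough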;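 also: agonist challenge used bursicon conditioned medium at about half maximal strength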
# S100A4 inh HTS – inhibitors of human S100A4 binding to myosin IIA peptide | P26447 | S100A4/TAMRA-MyoIIA peptide fluorescence polarization | inhibition, % at 10.7 µM | 360,000 tested, 0.14% active;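 active = mean inhibition of at least 70% across replicates, with every replicate also reaching that level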
# Target sequence (P26447 whole entry, looked up): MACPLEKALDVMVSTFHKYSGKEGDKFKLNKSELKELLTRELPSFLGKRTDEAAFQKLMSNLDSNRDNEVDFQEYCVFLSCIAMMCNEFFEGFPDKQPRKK
#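 System – human S100A4 monomer protein, biochemical binding assay · Buffer or medium – Calcium-containing HEPES buffer, pH 7.2 · Timing – 5 min between mix addition and reading · Also added – TAMRA-labelled myosin IIA heavy-chain peptide probe, 5 nM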
# Numbers without * were called inactive; nt = no result given; & = joins results of further samples.
# Values run as follows: Statin myotox sup	SIRT5 block	PGC1a acetyl inh	Cneo AK release	XiGFP reactiv	ERAP1 inh	LGR2 antag	S100A4 inh HTS
- O=C(NCc1ccccc1)C(c1cc2ccccc2o1)n1c(=O)c(-c2ccccc2)nc2ccccc21 (stereo not drawn)
→ nt	-1	nt	nt	-0.1	16	-31	-10
- Cc1nn(CC(=O)NCCN2CCCCCC2)c(=O)c2nn(-c3ccccc3)c(C)c12
→ -2	-4	-2	2	0.1	-1	4	0
- O=S(=O)(c1ccc(F)cc1)N1CCCCN2[C@H](C1)[C@H](c1ccc(C3=CCCCC3)cc1)[C@@H]2CO
→ -3	1	6	-3	0.0	-1	6	-3
- Cn1nnnc1SCC(=O)Nc1ccc(Cl)c(S(=O)(=O)N2CCOCC2)c1
→ 4	-1	-6	-2	-0.1	3	-5	-4
- COC(=O)c1sc(N)c(C(=O)OC)c1COC(=O)[C@@H](NS(=O)(=O)c1cccc(Cl)c1)C(C)C
→ nt	-3	nt	nt	0.2	-3	-5	4
- Nc1cc(Cl)nc(N/N=C/c2ccc([N+](=O)[O-])cc2)n1
→ nt	nt	1	1	-0.1	nt	-4	nt
- Cc1cc(C)n(-c2nnc(N3CCN(c4ccccc4)CC3)nn2)n1
→ nt	6	-4	nt	0.0	2	-12	-7
- COc1ccc(C(=O)N2C[C@H]3[C@@H](c4ccccc42)[C@@H](CO)N3C(=O)c2ccc(F)cc2)cc1
→ 16	-3	7	-6	0.2	1	7	-8
- Nc1ccc(Cl)c(S(=O)(=O)Nc2ccc(Cl)cc2)c1
→ 24	1	11	nt	0.6	nt	14	-10
- O=C(COc1ccc([N+](=O)[O-])cc1)N(C1CCCCC1)C1CCS(=O)(=O)C1 (stereo not drawn)
→ -4	-1	nt	-4	-0.1	2	-17	5
- NCCN1CCN2C(=O)CN(C(=O)c3ccccc3)CC12 (stereo not drawn)
→ nt	nt	nt	nt	0.1	5	8	-5
- CCOc1ccc(NC(=O)Nc2cnccn2)cc1
→ nt	-1	nt	nt	0.1	-3	-26	-2
- C[C@H]1CN([C@@H](C)CO)S(=O)(=O)c2ccc(C#CC(C)(C)O)cc2O[C@H]1CN(C)Cc1ccccc1
→ -15&-45&-19	-4&-9&1	-12&-9&-27	5&-3&-1	0.3&-1.1	2&2&-3	-9&-12	12&3&2
- COc1ccc(C(=O)N/C(=C/c2cccnc2)C(=O)N2CCCCCC2)cc1OC
→ -4	3	-4	-1	0.2	-2	3	0
- O=C(/C=C/c1ccccc1)N1CCOCC1
→ -3	-4	-2	-1	-0.1	3	-24	-1
- CC(=O)Nc1ccc(S(=O)(=O)c2ccc([N+](=O)[O-])cc2)cc1
→ 16	-3	nt	0	0.0	-2	13	0
- CC(C)CC#Cc1ccc2c(c1)O[C@H](CN(C)C(=O)Cc1cccnc1)[C@@H](C)CN([C@@H](C)CO)S2(=O)=O
→ -1	1	5	5	-0.9	1	-6	-17
- O=C(COc1ccc(-c2nnco2)cc1)Nc1cc([N+](=O)[O-])ccc1F
→ nt	-7	2	nt	0.3	1	28	-3
- C[C@@H]1CCCCO[C@H](CN(C)Cc2ccccc2)[C@H](C)CN([C@@H](C)CO)C(=O)c2cc(NC(=O)Cc3ccccc3)ccc2O1
→ nt	5	-15	-2	-0.1	-2	17	-4
- Cc1cc(Nc2ccc(F)cc2Cl)n2nc(C)nc2n1
→ 9	nt	nt	0	0.2	-2	7	2
- O=C(CN1CCN(S(=O)(=O)c2ccc(Cl)cc2)CC1)NCC1(N2CCOCC2)CCCCC1
→ 3	4	4	-2	0.3	0	11	0
- CC(=O)Nc1cccc(C(=O)Nc2cc(C(F)(F)F)ccc2-n2cncn2)c1
→ 5	nt	-5	-3	0.1	-1	5	-3
- N=c1sccn1CC(=O)NCc1ccc(Cl)cc1Cl
→ nt	-3	nt	nt	0.0	1	38	-4
- CCOC(=O)NC(=O)/C(N=Nc1ccc(C(F)(F)F)cc1)=C(\C)O
→ 99*	-1	0	1	0.0	-2	10	0
- O=C(C[C@H]1CC[C@@H](NC(=O)c2ccccc2)[C@@H](CO)O1)NCc1ccc(Oc2ccccc2)cc1
→ 1	-3	7	1	-0.2	-3	9	2
- C/C=C/c1ccc([C@H]2[C@@H](CO)N3C(=O)CN(C(=O)c4ccncc4)C[C@@H]23)cc1
→ nt	0	4	nt	0.0	6	-15	-6
- COC(=O)c1cc(NC(=O)Cn2nc(C)n3cccc3c2=O)cc(C(=O)OC)c1
→ -3	0	-20	12	-0.1	1	0	9
- Cc1ccccc1NC(=O)C(C)OC(=O)C1CC(=O)N(Cc2ccco2)C1 (stereo not drawn)
→ 9	-4	-1	1	0.2	1	3	0
- COc1ccc(CNC(=O)CC(NC(N)=O)c2ccccc2Cl)cc1OC (stereo not drawn)
→ 7	-3	1	-3	0.0	-9	6	-2
- CN1C(=O)c2cc(NC(=O)c3cccs3)ccc2OC[C@H]2O[C@H](CC(=O)N3CCOCC3)CC[C@@H]21
→ -4	17*	-1	2	0.4	-2	-17	7
- CC1CN(CC(O)COc2ccc(C#N)cc2)CCN1CC(O)COc1ccc(C#N)cc1 (stereo not drawn)
→ -8	-1	nt	8	0.0	-3	8	-10
- COc1cccc(NC(=O)CN(C)C(C)C(=O)NC(=O)NC2CCCCC2)c1 (stereo not drawn)
→ 11	-2	1	-3	2.8	-1	3	0
- NC(=O)CSc1nnc(-c2ccco2)n1-c1ccccc1
→ -4	-3	2	-2	-0.1	1	17	-2
- COc1ccccc1CN1CC[C@@H]2[C@H]1c1cc(-c3cccc(C(=O)N(C)C)c3)ccc1N[C@@H]2CO
→ -14	nt	-7	3	0.0	nt	-3	nt
- Cc1ccc2nc(-c3ccccc3)cc(C(=O)Nc3cccnc3)c2c1
→ 3	-7	nt	1	0.0	-10	2	-1
- CCN1CCN(c2ccc(N=Cc3ccccc3O)cc2)CC1
→ nt	-1	nt	nt	-0.1	-1	-17	9
- COc1ccc(CN2CC3(CN(C(=O)c4ccccc4)C3)c3c([nH]c4cc(OC)ccc34)[C@H]2CO)cc1
→ nt	1	9	nt	0.0	1	-13	73*
- CCC1CCCCN1S(=O)(=O)c1c(C)n(C)c(=O)n(C)c1=O (stereo not drawn)
→ nt	-2	nt	2	0.2	-1	-30	22
- CCN(C(=O)CSc1nnc(-c2ccccc2OC)n1N)c1c(N)n(Cc2ccccc2)c(=O)[nH]c1=O
→ -9	-1	7	-1	0.0	3	8	7
- C[C@@H]1CCCCO[C@H](CN(C)S(=O)(=O)c2cn(C)cn2)[C@H](C)CN([C@H](C)CO)C(=O)c2cc(NS(=O)(=O)c3ccccc3)ccc2O1
→ nt	1	8	nt	-0.1	-2	18	-3
- Cn1c(=O)oc2cc(S(=O)(=O)N3CCCC(C(=O)Nc4ccccn4)C3)ccc21 (stereo not drawn)
→ 12	-1	-1	2	0.2	-4	12	-3
- CC(C)C(=O)NNC(=O)CSc1ncnc2c1cnn2-c1ccccc1Cl
→ nt	-5	nt	nt	0.2	-3	-6	-1
- C[C@H]1[C@H](C)CC[C@]2(C(=O)O)CC[C@]3(C)C(=CC[C@@H]4[C@@]5(C)CC[C@H](O)C(C)(C)[C@@H]5CC[C@]43C)[C@H]12
→ -11	-1	8	-3	0.3	-3	nt	-3
- CN(Cc1nc(C(c2ccccc2)c2ccccc2)no1)CC1COCCO1 (stereo not drawn)
→ nt	1	-22	nt	0.0	0	7	-2
- O=Cc1ccccc1-c1cn(CN2C(=O)c3ccccc3C2=O)nn1
→ 7	-3	-2	-2	0.3	2	1	1
- Cc1c(Cl)c([N+](=O)[O-])nn1CCCC(=O)Nc1cccc(Cl)c1Cl
→ 2	nt	3	7	nt	nt	-10	nt
- COC(CN(C)S(=O)(=O)c1cc2c3c(c1)CCC(=O)N3CCC2)OC
→ 6	-1	2	0	0.0	-2	2	0
- CCCN1C(=O)C2(C(C(=O)c3ccc(C)o3)=C(O)C(=O)N2CCCOC)c2ccccc21 (stereo not drawn)
→ nt	1	nt	nt	-0.1	6	-14	3
- C[C@H](CO)N1C[C@H](C)[C@@H](CN(C)CC2CCCCC2)OCCCC[C@H](C)Oc2ccc(NS(C)(=O)=O)cc2C1=O
→ -4	7	4	4	0.1	0	-5	-7
- COc1ccc(C)cc1S(=O)(=O)NC(C)C(=O)NC1CC1 (stereo not drawn)
→ nt	-4	11	0	-0.1	-1	-8	1
- NS(=O)(=O)c1ccc(NC(=O)Nc2cccc3ccccc23)cc1
→ -5	-1	6	0	0.2	1	3	2
- COC(=O)CCCn1cc(CN2CC(N3CCCCC3)CS2(=O)=O)nn1 (stereo not drawn)
→ nt	-4	nt	nt	0.3	-2	5	5
- CCc1nc2c(OCc3ccc(C#N)cc3)cccn2c1N(C)C(=O)c1ccco1
→ -9	-2	-17	-1	0.4	-2	-17	-1
- Cc1nc(C)c(-c2csc(Nc3ccc(O)c(C(=O)O)c3)n2)s1
→ 0	10	10	-1	0.2	-6	2	2
- COc1ccc(S(=O)(=O)N(C)C[C@H]2Oc3ccc(NC(=O)C4CC4)cc3C(=O)N([C@H](C)CO)C[C@H]2C)cc1
→ -30	1	-3	-1	-0.3	0	-1	5
- O=C(COC(=O)/C=C/c1ccccc1[N+](=O)[O-])Nc1ccc2[nH]c(=O)[nH]c2c1
→ 5	-5	0	0	0.2	-1	-12	-11
- C[C@H](CO)N1C[C@H](C)[C@H](CN(C)S(=O)(=O)c2ccc3ccccc3c2)OCc2cn(nn2)CCCC1=O
→ 17	nt	2	nt	-0.3	nt	-3	nt
- COCCN(C[C@@H]1[C@@H](c2ccccc2)[C@H](CO)N1C(C)=O)C(=O)c1cccnc1
→ -2	16*	7	-3	0.4	0	14	-10
- Cc1ccc(C)c(C(=O)CCC(=O)NCc2ccc(Cl)cc2)c1
→ -9	-7	-10	5	0.1	3	-6	-4
- O=C(C1=C(O)C(=O)N(CCN2CCOCC2)C1c1cccc(O)c1)c1cc2ccccc2o1 (stereo not drawn)
→ 11	1	-9	4	-0.1	5	-8	-6
- C[C@H](CO)N1C[C@H](C)[C@H](CN(C)S(C)(=O)=O)Oc2c(NC(=O)CCCCCC(=O)Nc3ccccc3N)cccc2C1=O
→ nt	-6	-3	nt	-1.5	2	-13	1
- Cc1cc(C)c(C(=O)N(C)CC2CCCN(CCc3ccccc3F)C2)o1 (stereo not drawn)
→ 17	-1	nt	8	0.0	-1	2	-2

# Record cards, from the list above.
# O=C(C1=C(O)C(=O)N(CCN2CCOCC2)C1c1cccc(O)c1)c1cc2ccccc2o1 (stereo not drawn) across the screens: Statin myotox sup: 11; SIRT5 block: 1; PGC1a acetyl inh: -9; Cneo AK release: 4; XiGFP reactiv: -0.1; ERAP1 inh: 5; LGR2 antag: -8; S100A4 inh HTS: -6
# CN(Cc1nc(C(c2ccccc2)c2ccccc2)no1)CC1COCCO1 (stereo not drawn) across the screens: Statin myotox sup: nt; SIRT5 block: 1; PGC1a acetyl inh: -22; Cneo AK release: nt; XiGFP reactiv: 0.0; ERAP1 inh: 0; LGR2 antag: 7; S100A4 inh HTS: -2
# C[C@H](CO)N1C[C@H](C)[C@@H](CN(C)CC2CCCCC2)OCCCC[C@H](C)Oc2ccc(NS(C)(=O)=O)cc2C1=O across the screens: Statin myotox sup: -4; SIRT5 block: 7; PGC1a acetyl inh: 4; Cneo AK release: 4; XiGFP reactiv: 0.1; ERAP1 inh: 0; LGR2 antag: -5; S100A4 inh HTS: -7

# Only part of the results is shown; the hit share may differ from the screen's.
